ZTA DNA inh – blocks Epstein-Barr virus ZTA, an EBNA-1 counter-screen; AID 2234; ZTA-DNA binding, fluorescence polarization; inhibition, % at 11 µM; 320,000 compounds, 0.15% hits; in the data active = inhibition above about 33%
Target sequence (P03206 whole entry, looked up): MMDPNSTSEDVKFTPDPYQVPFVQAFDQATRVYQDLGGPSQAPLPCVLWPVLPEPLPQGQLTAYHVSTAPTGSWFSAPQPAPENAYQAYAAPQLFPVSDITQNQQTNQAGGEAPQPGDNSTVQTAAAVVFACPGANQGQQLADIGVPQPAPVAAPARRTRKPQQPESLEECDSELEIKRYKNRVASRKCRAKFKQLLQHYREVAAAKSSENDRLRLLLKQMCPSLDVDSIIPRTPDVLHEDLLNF
Yeast superoxide – caloric restriction mimetics inhibiting age-related superoxide in yeast; S. cerevisiae aged cells, superoxide DHE fluorescence; stronger effect = lower value; superoxide response (% of plate mean), % at 10 µM; 330,000 compounds, 0.18% hits;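 active = superoxide response under a set limit, about three screen SD below normal, cut at about 65% in these data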;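 note: yeast aged for seven days with compound at 30 °C before DHE staining; 100% = average MFI of all compound-treated wells on the plate with controls excluded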
EBNA-1 inh – blocks EBNA-1 binding to DNA | EBNA-1 DNA binding, fluorescence polarization | inhibition, % at 14.8 µM | 300,000 compounds, 0.34% hits; in the data active = inhibition above about 28%
MCL1-BIM inh – disrupts human MCL1 binding to BIM-BH3 peptide. GST-MCL1 / FITC-Bim-BH3 fluorescence polarization. inhibition, % at 10.9 µM. 320,000 compounds, 0.68% hits. AID 2057;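 active = inhibition above the mean inhibition of all tested compounds plus 3 SD, set per campaign, cut at about 40% in these data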;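 note: 0% = DMSO wells and 100% = unlabeled Bim-BH3 peptide control; higher means more loss of mP so more displacement of Bim peptide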
Fam108B counter – counter-screen for RBBP9 inhibitors: inhibitors of mouse Fam108B. recombinant Fam108B, FP-Rh probe fluorescence polarization. inhibition, % at 9.51 µM. 300,000 compounds, 0.33% hits;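 active = inhibition above the screen mean inhibition plus 3 SD, computed separately per campaign, cut at about 18% in these data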;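 note: inhibitors lower polarization as less probe binds the enzyme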
Efflux pump mplx – inhibitors of Candida antifungal efflux pumps expressed in yeast | S. cerevisiae Candida pump triplex, Nile Red efflux | inhibition, % at 10 µM | 330,000 compounds, 0.44% hits | AID 485275;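 active = plate passing quality check with inhibition over a set limit, or well fluorescence over plate mean plus 4 SD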;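 note: Nile Red retained in pooled yeast measured as flow cytometry median fluorescence; 0% = buffer negative control and 100% = Enniatin B positive control; higher means more Nile Red kept so more efflux inhibition; some compounds called inactive have numbers as strong as hits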
Bcl-xL primary – inhibitors of human Bcl-xL; Q07817; GST-Bcl-xL / FITC-Bim BH3 peptide fluorescence polarization; inhibition, % at 10.9 µM; 320,000 compounds, 0.7% hits; AID 2129;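 active = inhibition above the mean of all tested compounds plus 3 SD, cutoff set per campaign, cut at about 30% in these data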;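 note: 0% = DMSO wells and 100% = unlabeled Bim-BH3 peptide competitor; inhibitors lower millipolarization by displacing the labeled peptide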
Target sequence (Q07817 whole entry, looked up): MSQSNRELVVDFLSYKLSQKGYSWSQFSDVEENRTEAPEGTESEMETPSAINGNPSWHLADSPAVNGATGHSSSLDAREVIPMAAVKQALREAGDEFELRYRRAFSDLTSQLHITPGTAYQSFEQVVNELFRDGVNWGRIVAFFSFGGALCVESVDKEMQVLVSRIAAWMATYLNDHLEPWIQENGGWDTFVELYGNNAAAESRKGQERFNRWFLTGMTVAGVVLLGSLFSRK
MEX-5 binding – C. elegans MEX-5 TCR-2 RNA binding activity. activity score (negative = inhibition of binding), % at 10 µM. 300,000 compounds, 0.38% hits. AID 1832. MEX-5/FITC-TCR2 RNA binding, fluorescence polarization; stronger effect = lower value;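 active = inhibition past about -25% in most replicates, and total fluorescence under double the plate's negative control median, limit read from the data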;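 note: 0% = DMSO and -100% = 5 µM competing unlabeled TCR2 RNA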
GLD-1 RNA inh – GLD-1-TGE RNA interaction inhibition (C. elegans); Q17339; AID 2280; inhibition, % at 5.96 µM; purified GLD-1 + fluorescein TGE RNA, fluorescence polarization; 320,000 compounds, 0.44% hits;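 active = percent inhibition above a per-plate cutoff, the plate mean of test compounds plus 3 SD, cut at about 30% in these data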;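 note: 0% = DMSO wells with GLD-1 and probe and 100% = wells lacking GLD-1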
Target sequence (Q17339 whole entry, looked up): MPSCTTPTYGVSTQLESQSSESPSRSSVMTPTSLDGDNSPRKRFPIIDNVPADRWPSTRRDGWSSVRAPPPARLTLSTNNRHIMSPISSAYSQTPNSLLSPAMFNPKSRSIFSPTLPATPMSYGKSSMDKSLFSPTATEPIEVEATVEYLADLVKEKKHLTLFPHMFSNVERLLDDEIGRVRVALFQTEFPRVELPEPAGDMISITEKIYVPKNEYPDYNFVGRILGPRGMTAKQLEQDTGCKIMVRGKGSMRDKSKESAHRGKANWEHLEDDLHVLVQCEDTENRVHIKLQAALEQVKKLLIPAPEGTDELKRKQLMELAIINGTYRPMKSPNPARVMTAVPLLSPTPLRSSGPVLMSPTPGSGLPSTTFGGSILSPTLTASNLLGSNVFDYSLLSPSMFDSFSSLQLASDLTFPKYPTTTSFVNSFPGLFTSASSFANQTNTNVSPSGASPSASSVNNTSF
Numbers without * were called inactive; x = not tested or not shown.

SMILES | ZTA DNA inh | Yeast superoxide | EBNA-1 inh | MCL1-BIM inh | Fam108B counter | Efflux pump mplx | Bcl-xL primary | MEX-5 binding | GLD-1 RNA inh
CCNC(=O)Nc1nc2ccccc2s1 | 5 | 99 | -17 | 6 | 0 | 0.2 | 1 | 0.2 | 7
C/C(=N\NC(=O)C1COc2ccccc2O1)c1ccccn1 (stereo not drawn) | 6 | 101 | 4 | -2 | 7 | 0.1 | 0 | x | -2
COc1ccc(NC(=O)CN2CCN(CC(=O)Nc3ccc(F)cc3)CC2)cc1Cl | -12 | 89 | -4 | -2 | -2 | -0.1 | 2 | 0.1 | -3
O=C1N(c2ccccc2)C(c2ccccc2)N2CCCN12 (stereo not drawn) | 2 | 91 | -11 | 7 | 2 | 0.2 | 6 | -1.6 | -1
Nc1c(C(=O)NCC2CCCO2)sc(=S)n1-c1ccccc1 (stereo not drawn) | 5 | 97 | 6 | 12 | 1 | 0.1 | 5 | -0.2 | -4
O=C(O)c1ccc(N2C(=O)CSC2=S)cc1 | -18 | 104 | -5 | 10 | 2 | -0.1 | 6 | 2.2 | 0
CCCCC(=O)NC1=NC(=O)C(C)(C)S1 | -4 | 88 | 5 | 3 | 1 | -0.1 | 5 | -1.3 | -1
CC(OC(=O)C1=COCCO1)C(=O)NC(C)c1ccc(Cl)cc1Cl (stereo not drawn) | -8 | 106 | -4 | -7 | -1 | 0.1 | 0 | 1.4 | 1
COCCN1C(=O)N[C@@H](c2ccccc2)C(C(C)=O)=C1C | 8 | 98 | 11 | 5 | -7 | 0.0 | 1 | x | 9
COc1cccc(Cn2cc(/C=N/NC(=O)c3cc(O)cc(O)c3)c3ccccc32)c1 | 0 | 98 | -11 | 0 | 14 | 0.5 | 7 | -14 | 0
COc1ccc(NC(=O)CN2C(=O)CSc3ccc(S(=O)(=O)N4CCCC4)cc32)cc1OC | 0 | 86 | -6 | -4 | 1 | -0.1 | -1 | 2.5 | 1
Cc1ccc(NC(=O)COc2ccc(Br)cc2C)cc1 | 3 | 105 | 7 | -1 | 5 | 0.3 | 0 | -1.5 | 1
CCn1nc(C)cc1-c1n[nH]c(=S)n1N | 11 | 87 | -18 | -11 | 3 | 0.1 | -24 | -0.6 | 4
CC1(C)CC2CC(C)(CN2C(=O)NC(=O)c2ccccc2)C1 (stereo not drawn) | -3 | 98 | 2 | -1 | 1 | 0.5 | 4 | -1.1 | 4
O=C(Nc1ccccc1Br)C1CC(=O)N(c2ccc3c(c2)OCCO3)C1 (stereo not drawn) | 1 | 98 | -5 | -14 | 5 | 0.2 | -1 | -0.9 | 6
COc1ccc(OCC(=O)Nc2cccc(NC(=O)COc3ccc(OC)cc3)n2)cc1 | 2 | 98 | 14 | 4 | 0 | -0.1 | -1 | -7.9 | -3
Cc1ccc(C(=O)N2CCN(CCNC(=O)C(=O)NCc3ccc(Cl)cc3)CC2)cc1 | 2 | 108 | 3 | 2 | 4 | 0.3 | 2 | 3.1 | -3
C=CCn1c(=O)/c(=C\c2ccccn2)s/c1=C(/C#N)C(=O)NCC1CCCO1 (stereo not drawn) | -9 | 120 | -5 | -5 | 0 | -0.1 | -1 | -28* | 4
O=C(C(Cl)Cl)N1CCN(Cc2ccc3c(c2)OCO3)CC1 | 6 | 99 | 13 | 2 | 0 | 0.0 | 3 | 1.2 | 3
Cc1cc(=O)[nH]c2c1cnn2C(C)c1ccccc1 (stereo not drawn) | 1 | 91 | 5 | -2 | 3 | -0.3 | 2 | 0.5 | 4
CC1(C)N=C(N)NC(Nc2ccccc2Cl)=N1 | -8 | 89 | -1 | 7 | -2 | -0.2 | 7 | 2.4 | 6
CC(C)Sc1nc2ccccc2n2cnnc12 | -5 | 108 | -6 | -2 | -2 | 0.7 | 1 | -0.5 | 1
COc1ccccc1C(=O)O/N=C(\c1ccccc1)c1ccncc1 | 4 | 103 | -18 | -4 | -4 | 0.9 | 3 | 0.6 | -3
Cc1ccc(C(=O)Nc2nc(=O)n(C(=O)c3ccccc3C)s2)cc1 | 9 | 99 | -12 | 1 | -4 | 0.1 | 3 | -0.1 | 4
COC(=O)[C@H](Cc1ccccc1)NC(=O)N1Cc2ccccc2C[C@H]1C(=O)OC | 7 | 108 | 8 | 0 | -2 | -0.1 | 0 | 1.8 | -2
CCN(C(=O)COc1ccccc1[N+](=O)[O-])C1CCS(=O)(=O)C1 (stereo not drawn) | -4 | 89 | 1 | -7 | 2 | 0.1 | 2 | 0.4 | 5
Cc1nc(C)c(C(=O)Nc2ccc(Oc3ccccc3)cc2)o1 | -5 | 104 | -7 | 1 | 2 | -0.1 | 2 | 1.3 | 2
CCOC(=O)c1cccc(NC(=O)CN(c2ccc(C)cc2)S(=O)(=O)c2c(C)noc2C)c1 | -8 | 98 | -2 | 0 | -39 | 0.8 | -2 | 1.2 | 4
COc1ccc(N2C(=O)CC(Sc3nnc(-c4ccccc4)o3)C2=O)cc1 (stereo not drawn) | -9 | 93 | 1 | -15 | -6 | -0.1 | 0 | -1.3 | 10
COc1ccc(C2CC(C(F)(F)F)n3nc(C(=O)O)c(Cl)c3N2)cc1OC (stereo not drawn) | -6 | 106 | 18 | 4 | 1 | 0.1 | 6 | 2.4 | 2

4 entries already listed, sorted by the number in GLD-1 RNA inh, largest number first.
Structure,EBNA-1 inh,MCL1-BIM inh,Efflux pump mplx,Bcl-xL primary,MEX-5 binding,GLD-1 RNA inh
CCN(C(=O)COc1ccccc1[N+](=O)[O-])C1CCS(=O)(=O)C1 (stereo not drawn),1,-7,0.1,2,0.4,5
C=CCn1c(=O)/c(=C\c2ccccn2)s/c1=C(/C#N)C(=O)NCC1CCCO1 (stereo not drawn),-5,-5,-0.1,-1,-28*,4
COc1ccc(C2CC(C(F)(F)F)n3nc(C(=O)O)c(Cl)c3N2)cc1OC (stereo not drawn),18,4,0.1,6,2.4,2
CC(C)Sc1nc2ccccc2n2cnnc12,-6,-2,0.7,1,-0.5,1

Continuation:
SMILES | ZTA DNA inh | Yeast superoxide | EBNA-1 inh | MCL1-BIM inh | Fam108B counter | Efflux pump mplx | Bcl-xL primary | MEX-5 binding | GLD-1 RNA inh
O=C(Nc1ccc2c(c1)OCCO2)N1CCN(c2ccc(F)cc2)CC1 | 0 | 106 | -2 | 1 | 2 | 0.0 | 5 | 2.7 | 0
Cc1ccc(-c2nn(CCC(=O)O)cc2/C=C\C(=O)c2ccc(Br)cc2)cc1 | 17 | 76 | 0 | 8 | -13 | 0.0 | 10 | 2.3 | 9
COc1ccccc1CNC(=O)N1CCN(c2ccccc2C)CC1 | -7 | 111 | -16 | -6 | -1 | 0.1 | 2 | -2.4 | 5
O=C(NC1CCCC1)C(c1ccc(F)cc1)N(C(=O)Cc1cccs1)c1ccc2c(c1)OCCO2 (stereo not drawn) | -10 | 116 | -10 | -5 | 1 | 0.0 | -6 | 1.6 | 1
CN(C)c1ccc(NC(=O)c2ccc3nsnc3c2)cc1 | -7 | 85 | -1 | 5 | 3 | 0.3 | 3 | 3.1 | 1
O=C(CSc1nnc2ncccn12)N1CCCCCC1 | -7 | 100 | 1 | -3 | -4 | -0.3 | -1 | -3.9 | -4
COc1cc(C)c(Cl)cc1S(=O)(=O)NCC1CCCO1 (stereo not drawn) | 11 | 102 | -2 | 2 | 2 | 0.0 | 2 | 3.3 | 8
COc1cc(/C=N/NC(=S)Nc2cccc(Cl)c2C)ccc1OCC(=O)N1CC(C)OC(C)C1 (stereo not drawn) | 7 | 117 | -9 | 0 | 2 | -0.1 | 3 | -0.7 | 6
Nc1nn(S(=O)(=O)c2ccccc2)cc1-c1ccc([N+](=O)[O-])cc1 | -2 | 98 | 9 | 7 | 4 | 0.0 | 6 | 1.3 | 1
OCCN(CCO)CC(O)COc1ccc2c(c1)OCO2 (stereo not drawn) | -2 | 103 | -19 | -1 | -2 | -0.1 | 0 | -0.4 | -4
CS(=O)(=O)c1ccc(Cl)c(NC(=O)COC(=O)c2cccc(S(=O)(=O)N3CCCC3)c2)c1 | -4 | 92 | -2 | -7 | 0 | -0.1 | -7 | 0.4 | 6
Cc1cc(-c2nnc(SCC(=O)Nc3cccc(F)c3)n2N)n[nH]1 | -23 | 92 | -14 | -12 | -2 | -0.1 | -5 | -0.4 | 0
CC1CCCCN1CCCNC(=O)c1ccc(NC(=O)C2=CSCCO2)cc1 (stereo not drawn) | -2 | 78 | 5 | 7 | 0 | 0.1 | 6 | -2.2 | -3
O=C(NCCOCCNC(=O)OCc1ccccc1)OCc1ccccc1 | -17 | 115 | -4 | -2 | -2 | -0.1 | -4 | 1.5 | -3
COC(=O)c1c(NC(=O)c2ccccc2)sc(C(=O)c2ccccc2)c1C | -14 | 98 | -7 | 5 | 0 | 0.3 | 0 | -0.5 | -9
CSc1nc(-c2ccccc2)c(C#N)c(=O)n1C | -6 | 140 | -15 | -6 | 6 | 0.2 | 5 | 0.7 | 3
CCc1cc2c(C)cc(=O)oc2cc1Oc1ncccc1[N+](=O)[O-] | 16 | 115 | 8 | 2 | -3 | -0.1 | 4 | 2.1 | 0
CC(=O)C1=C(C)Nc2ncnn2C1c1ccccc1F (stereo not drawn) | 3 | 101 | 12 | 5 | 0 | -0.1 | 3 | -0.1 | -7
CC(C)=C(NC(=O)c1ccco1)C(=O)NCCc1nc2ccccc2[nH]1 | 1 | 98 | -4 | 6 | 3 | -0.1 | 6 | 0.7 | 1
CC(=O)Nc1scc(-c2ccccc2)[n+]1-c1ccc(C)cc1 | -14 | 88 | -2 | 2 | 3 | 0.0 | -1 | 1.3 | 4
Cc1cc(C)cc(N(CC(=O)NC2CCCC2)C(=O)CNC(=O)c2ccco2)c1 | 8 | 105 | -5 | 2 | 2 | 0.1 | 8 | -5.3 | -6
CC(=O)OCCN(CCCn1c(-c2ccncc2)nc2ccccc21)c1nc(-c2ccc(C)cc2)cs1 | 2 | 90 | 3 | 2 | 3 | -0.2 | 2 | -2.4 | -1
CCOc1cc2[nH]c(=S)n(CCC(=O)NCc3ccc(OC)cc3)c(=O)c2cc1OCC | 14 | 106 | -10 | -10 | -12 | 0.4* | -5 | -0.4 | -1
CN(CC(=O)Nc1ccccc1C(F)(F)F)C(=O)c1cc(Cl)nc2ccccc12 | -18 | 102 | -5 | 2 | 0 | -0.1 | 1 | -7.6 | 1
Cc1sc2nc(CSCC(=O)N(C)c3ccccc3)[nH]c(=O)c2c1C | -20 | 94 | 3 | -13 | -4 | -0.2 | -6 | 2.1 | 7
O=C(NCC(=O)N1CCN(c2ccccc2O)CC1)c1ccc(Br)o1 | -4 | 92 | 11 | -5 | -3 | 0.1 | 4 | -0.3 | -2
COc1cc(OC)cc(-c2c(-c3ccsc3)c3cc(Br)ccc3n2C)c1 | 4 | 81 | x | -1 | x | 1.0 | 0 | x | -7
CCOC(=O)c1cn2c(C)cccc2n1 | -7 | 101 | -2 | -1 | -3 | 0.0 | 11 | 1.1 | 6
Cc1cc(OCC(=O)NNC(=O)c2cccs2)ccc1Br | -11 | 100 | 3 | 0 | 3 | -0.3 | -6 | 1.5 | -4
Cc1ccc(NC(=O)NC2CC(=O)N(c3ccc4c(c3)OCCO4)C2)c(C)c1 (stereo not drawn) | -7 | 98 | -1 | 2 | -1 | -0.1 | 1 | -0.4 | 5
CC(=O)c1ccc(NC(=O)Cn2cnc(S(=O)(=O)N3CCCCC3)c2)cc1 | 18 | 93 | -1 | 4 | 5 | -0.4 | 7 | -0.8 | 9

Marked active in Efflux pump mplx, of those listed so far:
Structure,EBNA-1 inh,MCL1-BIM inh,Efflux pump mplx,Bcl-xL primary,MEX-5 binding,GLD-1 RNA inh
CCOc1cc2[nH]c(=S)n(CCC(=O)NCc3ccc(OC)cc3)c(=O)c2cc1OCC,-10,-10,0.4*,-5,-0.4,-1
